Source: PubChem
RGS12 GoLoco inh = qHTS Assay for Inhibitors of RGS12 GoLoco Motif Activity (Red Fluorophore). hit rate 0.44% among 230,000. Potency, µM (top dose mostly 61.6 µM), for the others: at the top dose activity, negative = inhibition, hits mostly inhibitors. Guanine nucleotide-binding protein G(i) subunit alpha-1 (Homo sapiens), P63096. Gai1:RGS12 GoLoco peptide FP, rhodamine, 10 min; active = well fitted inhibition curve with a large enough effect, not every such curve was filed as active; inactive = no such curve, though single readings can be large or run the other way; also: % is scaled to controls: 0 for no effect and ±100 for the full control effect; nearly all actives have a fitted effect of over 30% in size; many of its hits are not listed in these tables
Target sequence (P63096 whole entry, looked up): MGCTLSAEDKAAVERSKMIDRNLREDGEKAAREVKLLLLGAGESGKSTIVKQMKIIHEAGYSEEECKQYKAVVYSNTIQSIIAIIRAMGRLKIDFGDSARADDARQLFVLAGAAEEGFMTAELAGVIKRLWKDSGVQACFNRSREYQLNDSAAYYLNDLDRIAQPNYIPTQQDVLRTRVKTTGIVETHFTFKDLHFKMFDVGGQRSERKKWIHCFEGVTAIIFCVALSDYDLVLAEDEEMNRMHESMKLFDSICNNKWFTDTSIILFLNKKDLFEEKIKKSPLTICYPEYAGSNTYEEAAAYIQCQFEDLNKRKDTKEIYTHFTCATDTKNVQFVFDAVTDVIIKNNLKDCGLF
aGlu spleen mod = qHTS Assay for Inhibitors and Activators of Human alpha-Glucosidase From Spleen Homogenate | hit rate 0.006% among 240,000 | Lysosomal alpha-glucosidase (Homo sapiens), P10253 | Potency, µM (top dose mostly 79.9 µM), for the others: at the highest dose activity change, negative = inhibition, most hits filed as inhibitors | human spleen homogenate, 4-MU-alpha-glucoside fluorescence;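 also: 0% = enzyme with vehicle and -100% = no enzyme basal signal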
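Enzyme source: human spleen homogenate, 1 ug/well. Buffer 50 mM citric acid/K phosphate pH 5.0, 0.01% Tween-20. 4-MU-alpha-glucoside 1 mM; 37 C x 40 min; NaOH/glycine stop; fluorescence.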
GAA inh = qHTS Assay for Inhibitors of Human alpha-Glucosidase as a Potential Chaperone Treatment of Pompe Disease; AID 1466, 2008; purified human GAA, 4-MU-alpha-glucoside fluorescence; Lysosomal alpha-glucosidase (Homo sapiens), P10253; Potency, µM (top dose mostly 76.9 µM), inactives show top-dose activity change, negative = inhibition, actives largely listed as inhibitors; hit rate 0.005% among 200,000;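 also: plate controls were uninhibited enzyme wells for no effect and no-enzyme background for full effect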
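Activity normalized between no-enzyme (basal) and enzyme-only wells. Conditions: 4 nM human enzyme, 400 uM fluorogenic substrate, citrate/phosphate pH 5.0 with Tween-20, 20 min room temperature, compounds up to 77 uM.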
HTT aggregate = qHTS Multiplex Assay to Identify Dual Action Probes in a Cell Model of Huntington: Aggregate Formation (GFP). PC12 HttQ103-GFP aggregates, Acumen cytometry, 40 h. AID 1688, 2009. hit rate 1.1% among 220,000. Potency, µM (titrated, usually from 46.1 µM), without a hit: at the highest dose activity change, negative = inhibition, actives largely listed as inhibitors; also: % is scaled to controls: 0 for no effect and ±100 for the full control effect; nearly all actives have a fitted effect of over 60% in size
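Aggregate formation scored by laser-scanning cytometer (488 excitation, 500–530 emission) in lysed PC12 cells expressing Q103-GFP after 100 nM tebufenozide induction; library tested in dose series, with ATPLite reagent added in the multiplex.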
HTT cytoprotect = qHTS Multiplex Assay to Identify Dual Action Probes in a Cell Model of Huntington: Cytoprotection (ATP) | hit rate 0.14% among 230,000 | PC12 HTT-Q103 induced, cytoprotection, ATP luminescence, 40 h | Potency, µM (titrated, usually from 56.4 µM), for inactives: cytoprotection (ATP increase), usual class: activators | AID 1471, 2008;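 also: % of control where 0% means no effect; nearly all actives have a fitted effect of over 45% in size; toxic huntingtin expression switched on by the ecdysone agonist tebufenozide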
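Compounds added alongside 100 nM tebufenozide, which induces toxic Q103 huntingtin exon 1-GFP in stable PC12 cells; surviving cells quantified by luminescent ATP measurement. Medium: phenol red-free DMEM, 5% equine and 5% calf serum.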
GAA glycogen = qHTS Assay for Inhibitors and Activators of Human alpha-Glucosidase Cleavage of Glycogen | recombinant GAA, glycogen substrate, Amplex Red glucose oxidase fluorescence | Lysosomal alpha-glucosidase (Homo sapiens), P10253 | hit rate 0.38% among 300,000 | Potency, µM (top dose mostly 76.4 µM), without a hit: at the highest dose activity change, negative = inhibition, actives largely listed as inhibitors;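 also: 0% = full enzyme reaction and -100% = no-enzyme basal signal; the screen sought inhibitors and activators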
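qHTS, 1536-well; enzyme 4 nM final; cpd up to 77 uM; substrate bovine liver glycogen 30 ug; 50 mM citrate/phosphate pH 5.0, 0.01% Tween-20; 37 C, 40 min; Amplex Red detection 45 min RT; Hill fit → AC50.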
IMPase Li inh = qHTS Assay for Identifying the Cell-Membrane Permeable IMPase Inhibitors: Potentiation with Lithium; Potency, µM (series often up to 59.4 µM), for the others: at the highest dose activity, negative = IMPase inhibition, usual class: inhibitors; hit rate 0.35% among 210,000; AID 1457, 2008; CHO-M1 cells, IP1 TR-FRET (IP-One), carbachol + lithium;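 also: IP1 builds up when IMPase is blocked and the TR-FRET signal falls; plate controls were basal vehicle for no effect and high inhibitor control for full effect; nearly all actives have a fitted effect of over 50% in size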
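CHO cells stably expressing M1 receptor (2000/well, cultured 16–30 h) treated 30 min at 37C with compound plus low lithium. Cytosolic IP1 by TR-FRET (665/620 ratio and 620 channel) after 10 min lysis; AC50 by Hill fit.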
Starred values were filed as active, the others as inactive; ? = inconclusive; nt = not tested or not shown; [ ] = dose if it differs, or a comment. Unless noted, calls follow the shape of the dose curve; as a rule, active = well fitted curve in the direction sought with a large enough effect; inconclusive = small, poorly fitted or top-dose-only effect, or another doubt; inactive = no such curve, though single readings can be large; an effect the other way counts as inactive or inconclusive. Potency is read from the fitted curve at half-maximal effect. Not all compounds are listed, so the mix of outcomes need not match the whole.

Start of the data: the first ten records (preview)
SMILES	RGS12 GoLoco inh	aGlu spleen mod	GAA inh	HTT aggregate	HTT cytoprotect	GAA glycogen	IMPase Li inh
Cc1ccc(NC(=O)CC2SCCNC2=O)cc1Cl (configuration not stated)	7%	-8%	?	-1%	-13%	1%	28%[38.3 µM]
N#CC(C(=S)Nc1ccccc1)c1nc2ccccc2[nH]1 (configuration not stated)	-4%	-17%	nt	-10%[9.22 µM]	-36%[10 µM]	?	nt
C=CCn1c(COc2ccccc2F)nnc1SCC(=O)Nc1cc2oc3ccccc3c2cc1OC	6%	-8%	?	?	-36%	-19%	4%[38.3 µM]
NNC(=O)c1ccc(COCC(F)(F)C(F)F)cc1	0%	-5%	nt	4%[9.22 µM]	24%[10 µM]	-7%	nt
COc1cccc(-c2cc(C(=O)N3CCCCCC3)no2)c1	12%	-9%	-6%	-7%	-26%[10 µM]	1%	40%[activator][38.3 µM]
CCOC(=O)c1ccccc1NC(=O)c1ccccc1SC	-4%	2%	-2%	-14%	-32%	-7%	29%[38.3 µM]
CC(C)N1C[C@@]23C=C[C@@H](O2)C(C(=O)OCc2ccccc2)[C@H]3C1=O (some centres not stated)	5%	3%	-1%	-5%	-14%[0.074 µM]	3%	-15%[38.3 µM]
CCN(CC)C(=O)c1ccc2c(=O)n(CCOC)c(=S)[nH]c2c1	-4%	5%	-2%	-17%	12%	-35%	3%[38.3 µM]
Cc1cc(C)n(-c2ccc(C(=O)NCc3ccc(F)cc3)cc2)n1	-3%	2%	-3%	-7%	-31%[inhibitor]	-4%	8%
COc1ccc(-n2c(=O)c(CCc3ccccc3)nc3cnc(N4CCOCC4)nc32)cc1	3%	-2%	nt	nt	-46%[inhibitor]	nt	9%

The list itself, from the first entry:
SMILES	RGS12 GoLoco inh	aGlu spleen mod	GAA inh	HTT aggregate	HTT cytoprotect	GAA glycogen	IMPase Li inh
Cc1ccc(NC(=O)CC2SCCNC2=O)cc1Cl (configuration not stated)	7%	-8%	?	-1%	-13%	1%	28%[38.3 µM]
N#CC(C(=S)Nc1ccccc1)c1nc2ccccc2[nH]1 (configuration not stated)	-4%	-17%	nt	-10%[9.22 µM]	-36%[10 µM]	?	nt
C=CCn1c(COc2ccccc2F)nnc1SCC(=O)Nc1cc2oc3ccccc3c2cc1OC	6%	-8%	?	?	-36%	-19%	4%[38.3 µM]
NNC(=O)c1ccc(COCC(F)(F)C(F)F)cc1	0%	-5%	nt	4%[9.22 µM]	24%[10 µM]	-7%	nt
COc1cccc(-c2cc(C(=O)N3CCCCCC3)no2)c1	12%	-9%	-6%	-7%	-26%[10 µM]	1%	40%[activator][38.3 µM]
CCOC(=O)c1ccccc1NC(=O)c1ccccc1SC	-4%	2%	-2%	-14%	-32%	-7%	29%[38.3 µM]
CC(C)N1C[C@@]23C=C[C@@H](O2)C(C(=O)OCc2ccccc2)[C@H]3C1=O (some centres not stated)	5%	3%	-1%	-5%	-14%[0.074 µM]	3%	-15%[38.3 µM]
CCN(CC)C(=O)c1ccc2c(=O)n(CCOC)c(=S)[nH]c2c1	-4%	5%	-2%	-17%	12%	-35%	3%[38.3 µM]
Cc1cc(C)n(-c2ccc(C(=O)NCc3ccc(F)cc3)cc2)n1	-3%	2%	-3%	-7%	-31%[inhibitor]	-4%	8%
COc1ccc(-n2c(=O)c(CCc3ccccc3)nc3cnc(N4CCOCC4)nc32)cc1	3%	-2%	nt	nt	-46%[inhibitor]	nt	9%
CN(C)c1nnnn1-c1ccc(OC(F)(F)F)cc1	3%	2%	1%	3%	-9%	-1%	-3%
FC(F)Sc1ccc(NC(=S)NC(c2ccccc2)c2ccccc2)cc1	1%	4%	-4%	13µM*	-132%[inhibitor]	-14%	15%
CN(C)c1nc(SCCOC(=O)COc2ccc(Cl)cc2Cl)nc(N(C)C)n1	1%	-7%	5%	-15%	6%	-4%	0%[38.3 µM]
COCCCNC(=O)C(Cc1ccccc1)NS(=O)(=O)c1ccc2c(c1)c(=O)n(C)c(=O)n2C (configuration not stated)	6%	-1%	-14%	-8%	-2%[0.074 µM]	-4%	8%[38.3 µM]
CCC(=O)N1c2ccccc2NC2=C(C(=O)CCC2)C1c1ccc(N(C)C)cc1 (configuration not stated)	nt	-4%	-7%	-25%	-12%	?	nt
COc1ccc(/C=N/NC(=O)c2ccc(N(C)S(=O)(=O)c3ccccc3)cc2)cc1	3%	-4%	-13%	-27%	-30%	-2%	6%
O=C1CC(c2ccccc2)SC(N(c2ccccc2)c2ccccc2)=N1 (configuration not stated)	nt	-2%	2%	33%	-8%[10 µM]	-4%	nt
Cc1ccccc1Nc1ncnc2c1cnn2Cc1ccccc1	26%	-4%	nt	-31%[9.22 µM]	10%[10 µM]	3%	nt
COc1ccc(/C=C2\C(=O)c3ccccc3OC2c2ccccc2)cc1 (configuration not stated)	14%	0%	nt	19%[9.22 µM]	-31%[10 µM]	-5%	nt
Cc1nc2scc(-c3ccc(C(C)(C)C)cc3)c2c(=O)n1N	-4%	-9%	0%	?	-76%[inhibitor]	1%	16%
C=CCn1c(SCn2nnc3ccccc3c2=O)nnc1-c1ccc(Br)cc1	-4%	2%	-6%	2%	10%	3%	25%[38.3 µM]
CC(/C=N/Nc1ncc(C)c(=O)[nH]1)=C\c1ccccc1	0%	-3%	-6%	9%	-29%	-2%	4%
Cc1ccc(C)c(NC(=O)CN(C)C(=O)/C=C/c2ccco2)c1	-8%	1%	-2%	2%	7%[10 µM]	3%	-5%
COc1ccc(C(=O)c2oc3ccccc3c2N)cc1	-16%	6%	-15%	-32%	4%[10 µM]	-7%	38%[activator][38.3 µM]
O=C1c2ccccc2C(=O)c2cc(NC(=O)C3CC3)ccc21	9%	3%	-3%	-9%	-3%[10 µM]	-2%	1%
CN(c1ccccc1)S(=O)(=O)c1cc(C(=O)N2CCN(c3ccccn3)CC2)ccc1Cl	-1%	0%	5%	-20%	-2%	-1%	14%[38.3 µM]
CCOC(=O)C1(CCCc2ccccc2)CCN(C(=O)C2CCCO2)CC1 (configuration not stated)	6%	-6%	?	30%[9.22 µM]	29%[10 µM]	19%	7%
CCc1ccc(NC(=O)C(C)OC(=O)c2cc(=O)[nH]c3ccc(S(=O)(=O)Nc4ccc(F)cc4)cc23)cc1 (configuration not stated)	16%	2%	5%	9%	-3%[10 µM]	9%	3%
CCCOC(=O)c1ccc(NC(=O)C(=O)NCC2CCCO2)cc1 (configuration not stated)	4%	-6%	?	0%	14%[10 µM]	12%	4%
C/C=C\C(=O)Nc1cccc(C2=NOC3(C2)C[C@@H](C(N)=O)N(C(=O)COc2ccc(Cl)cc2)C3)c1 (some centres not stated)	5%	3%	nt	-8%[9.22 µM]	-24%[10 µM]	-7%	nt
Cc1cc(NC(=O)Cn2nc([N+](=O)[O-])c(Br)c2C)no1	19%	-13%	?	-18%[9.22 µM]	-19%[10 µM]	-9%	9%
CCn1c(Cl)c(C=O)s/c1=N\S(=O)(=O)c1ccccc1	180%[activator]	7%	nt	1.4µM*	-97%[inhibitor][10 µM]	10%	nt
CC(=O)Nc1cc(-c2ccc(F)cc2)[nH]n1	9%	-2%	9%	6%	-26%	-5%	4%
CCOC(=O)N1CCC2(CC1)C(C#N)=C(N)Oc1n[nH]c(C)c12	-2%	-1%	-6%	14%	-28%	-3%	-13%[38.3 µM]
O=C(CNc1n[nH]c(=O)[nH]c1=O)N/N=C/C1CC=CCC1 (configuration not stated)	0%	3%	nt	5%[9.22 µM]	10%[10 µM]	-3%	nt
CCCCC(=O)Nc1nc2ccc(C(=O)OC)cc2s1	6%	1%	-6%	-20%	-55%[inhibitor]	2%	14%
Cc1[nH]c(C)c(C(=O)O)c1CNC1CCCCC1C (configuration not stated)	-5%	-4%	-3%	24%	-7%	10%	-4%[38.3 µM]
COc1ccc(NC(=O)C2CC(=O)N/C(=N/NC(=O)c3ccc(Cl)cc3)S2)cc1 (configuration not stated)	1%	-8%	-1%[15.4 µM]	3%[9.22 µM]	16%[10 µM]	4%	nt
O=C(NCc1ccco1)c1cccn2c(=O)c3cc4ccccc4cc3nc12	-9%	3%	-2%	-4%[9.22 µM]	-65%[inhibitor]	3%	-10%[38.3 µM]
COc1c2ccoc2c(OC[C@@H](O)C(C)(C)OC)c2oc(=O)ccc12	0%	-7%	-14%	1%	nt	7%	-8%
O=C(NCc1ccco1)C1CCN(c2nnc(-n3cccc3)s2)CC1	-8%	-11%	0%	9%	3%[10 µM]	-4%	24%[38.3 µM]
Cc1cc(NCc2ccccn2)nc2ccccc12	0%	-6%	-6%	-16%	-16%	3%	37%[activator][38.3 µM]
CC(=O)CC(c1ccccc1)S(=O)(=O)c1ccc(C)cc1 (configuration not stated)	6%	-10%	2%	-7%	9%	11%	-6%[38.3 µM]
c1ccc(CC2CCN(c3nc4ccccc4n4nnnc34)CC2)cc1	8%	-9%	6%	-7%	-1%[1.9 µM]	1%	23%[38.3 µM]
CCNC(=O)COC(=O)c1cc(S(=O)(=O)N2CCCCC2)ccc1C	0%	0%	nt	-20%[9.22 µM]	7%[10 µM]	nt	nt
O=C(O)CCc1ccc(-c2ccc(Br)cc2)o1	-10%	-1%	5%	17%	-35%	3%	8.9µM*
CC1CC(C)CN(c2nc3c(c(=O)n(C)c(=O)n3C)n2CCSc2ncccn2)C1 (configuration not stated)	-2%	-1%	2%[15.4 µM]	18%	-22%	10%	16%[38.3 µM]
CCCNCc1nnc(-c2ccccc2Cl)o1	7%	-3%	-3%	-8%	nt	7%	-2%
